PTHR1 agonist: agonists of human PTHR1 parathyroid hormone receptor | Q03431 | HEK293 GP2 PTHR1 cells, GloSensor cAMP luminescence, 1 h | Potency, µM (doses to about 115 µM), inactives show at the top dose activation, usual class: activators | hit rate 0.075% among 410,000 | AID 743266; further: potency means the concentration at half of the fitted maximal effect; nearly all actives have a fitted effect of over 55% in size; some results filed as inactive show a strong effect at the top dose; inactives centre near -15; many of its hits are not listed in these tables
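HEK-293-derived GP2 cells expressing PTHR1 and a GloSensor cAMP reporter, 3,000/well, plated overnight, given luciferin plus IBMX (each 0.5 mM as added) for 1 h at 37 °C, then compound for 1 h at 37 °C. Luminescence was read after 15 min at room temperature.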
EPAC1 antag: EPAC1 (human) antagonism; EPAC1 GEF assay, Rap1b-BODIPY-GDP exchange fluorescence; Potency, µM (doses to about 115 µM), for inactives: at the highest dose activity change, negative = inhibition, hits mostly inhibitors; O95398; hit rate 0.14% among 360,000;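 further: potency means the concentration at half of the fitted maximal effect; plate controls were vehicle for no effect and positive control for full effect; nearly all actives have a fitted effect of over 50% in size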
PI5P4Ka inh: PI5P4K alpha (human) kinase inhibition; P48426; hit rate 1.2% among 330,000; PI5P4Kalpha enzyme, ADP-Glo luminescence, 60 min; active compounds read low; AID 652105; max response, %; active means max response of -50% or lower; inconclusive means between -30% and -50%; inactive means -30% or higher; further: value at the top dose of about 77 µM; on the % scale 0 is the no-effect control and ±100 the full control effect
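Reactions run in 0.038 M HEPES pH 7.4, 0.28 mM EGTA, 0.1% CHAPS and 5% DMSO, with PI5P4Kalpha, substrate, compound and 5 microM ATP final, one hour at room temperature. Readout is ADP-Glo luminescence.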
EPAC1 agonist: activates human EPAC1 exchange factor; AID 720707; EPAC1 agonist qHTS, biochemical assay; response scale: 100% = response to 6.5 mM cAMP; hit rate 0.073% among 360,000; Potency, µM (doses to about 154 µM), for inactives: at the top dose activation, most hits filed as activators; O95398; further: potency means the concentration at half of the fitted maximal effect; nearly all actives have a fitted effect of over 60% in size
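EPAC1 100 nM, Rap1B–BODIPY-GDP 250 nM, unlabeled GDP 50 uM; compound titration; 5 min RT; kinetic read ex480/em540 at 5-min intervals ×30 min; data normalized to 6.5 mM cAMP agonist control.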
GLP-1R inv ag: GLP-1 receptor (human) inverse agonism. P43220. HEK293 GLP-1R CRE-luciferase, luminescence, 24 h; GLP-1R form is constitutively active. Potency, µM (series often up to 38.3 µM), inactives show at the top dose activity change, negative = inhibition, most hits filed as inhibitors. hit rate 1.6% among 410,000. AID 624417; further: potency means the concentration at half of the fitted maximal effect; on the % scale 0 is the no-effect control and ±100 the full control effect; nearly all actives have a fitted effect of over 55% in size
Target sequence (P43220 whole entry, looked up): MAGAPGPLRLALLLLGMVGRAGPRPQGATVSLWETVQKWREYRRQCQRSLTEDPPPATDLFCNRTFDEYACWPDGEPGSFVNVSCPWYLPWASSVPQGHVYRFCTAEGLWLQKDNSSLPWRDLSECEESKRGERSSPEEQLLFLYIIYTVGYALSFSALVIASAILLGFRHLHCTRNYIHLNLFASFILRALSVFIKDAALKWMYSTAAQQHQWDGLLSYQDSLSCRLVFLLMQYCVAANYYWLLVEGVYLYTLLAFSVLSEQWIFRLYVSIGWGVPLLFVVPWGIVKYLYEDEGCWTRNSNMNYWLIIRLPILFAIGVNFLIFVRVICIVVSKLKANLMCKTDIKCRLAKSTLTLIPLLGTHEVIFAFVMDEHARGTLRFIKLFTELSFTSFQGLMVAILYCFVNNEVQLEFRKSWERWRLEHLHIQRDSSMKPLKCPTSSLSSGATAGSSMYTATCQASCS
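HEK293 cells stably co-expressing constitutively active GLP-1R and a cAMP-responsive luciferase reporter were seeded in DMEM with 10% Nu serum, given compounds after 12 h, and incubated 24 h at 37 deg C. Luminescence was then read.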
GLP1R ag: agonists of human GLP-1 receptor | P43220 | HEK293 GLP-1R CRE-luciferase, luminescence, 4-6 h; cells express a hypersensitive GLP-1R form | Potency, µM (doses to about 45.6 µM), for inactives: at the highest dose activation, most hits filed as activators | hit rate 0.007% among 380,000 | AID 624172; further: potency means the concentration at half of the fitted maximal effect; % of control where 0% means no effect
IL-2 act: IL-2 activation; AID 652025; activation, % (series mostly up to about 46 µM); hit rate 0.065% among 360,000; IL-2 activation reporter assay, cell-based qHTS; stimulated with anti-CD3/CD4/CD28 beads; in transgenic mouse T cells; in the data active means activation above about 50%; inconclusive means mostly about 30% to 49%; further: 0% is about no effect
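Unstimulated transgenic mouse T cells, 750 per well, received compound and, after 60 minutes, anti-CD3/anti-CD4 bead plus anti-CD28 stimulation. EGFP and DsRed were quantified after 18 hours.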
HEK293 tox: cytotoxicity counter-screen for GLP-1 receptor inverse agonists; HEK293 cAMP-luciferase reporter cells, luminescence, 24 h; Potency, µM (series often up to 38.3 µM), for inactives: top-dose activity change, negative = inhibition, usual class: inhibitors; hit rate 0.13% among 410,000;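 further: loss of luciferase light is scored as toxicity; potency means the concentration at half of the fitted maximal effect; on the % scale 0 is the no-effect control and ±100 the full control effect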
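Compound-treated cells are incubated 24 hr at 37 deg C under 5% CO2 after a 12 hour attachment period, then luciferase detection reagent is added and luminescence is measured following 12 min at room temperature; lowered signal indicates toxicity.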
PLK1 PBD block: inhibitors of human PLK1 polo-box domain binding. P53350. hit rate 2.8% among 360,000. Potency, µM, for the others: max response, negative = inhibition, usual class: inhibitors. Plk1 PBD binding of FITC phosphopeptide, fluorescence polarization; further: potency means the concentration at half of the fitted maximal effect; series mostly up to about 57 µM; on the % scale 0 is the no-effect control and ±100 the full control effect; nearly all actives have a fitted effect of over 65% in size
Target sequence (P53350 whole entry, looked up, the tested form may be a part): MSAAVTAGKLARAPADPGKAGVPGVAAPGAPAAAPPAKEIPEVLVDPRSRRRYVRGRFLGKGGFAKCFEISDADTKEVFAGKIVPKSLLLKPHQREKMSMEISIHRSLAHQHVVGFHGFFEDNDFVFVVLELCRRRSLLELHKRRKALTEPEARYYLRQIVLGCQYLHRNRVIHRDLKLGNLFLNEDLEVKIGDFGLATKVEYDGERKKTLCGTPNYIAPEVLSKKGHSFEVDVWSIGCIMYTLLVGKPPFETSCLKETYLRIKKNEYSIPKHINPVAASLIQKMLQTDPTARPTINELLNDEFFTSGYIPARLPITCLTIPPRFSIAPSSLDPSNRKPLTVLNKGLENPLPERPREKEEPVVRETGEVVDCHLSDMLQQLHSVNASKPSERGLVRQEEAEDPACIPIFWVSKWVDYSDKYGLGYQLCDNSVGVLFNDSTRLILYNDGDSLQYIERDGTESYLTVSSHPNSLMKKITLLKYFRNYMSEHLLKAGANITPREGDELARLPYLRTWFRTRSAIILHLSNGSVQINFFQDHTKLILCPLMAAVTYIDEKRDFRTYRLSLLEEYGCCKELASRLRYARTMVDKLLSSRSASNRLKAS
* = called active by the depositor; i = inactive; ? = inconclusive; . = no result given; & = joins results of further samples; [ ] = remark or other dose. Unless noted, the call rests on the fitted dose curve; in most records, active means well fitted curve in the direction sought with a large enough effect; inconclusive means small, poorly fitted or top-dose-only effect, or another doubt; inactive means no such curve, though single readings can be large; an effect the other way counts as inactive or inconclusive. Only part of the results is shown; the hit share may differ from the screen's.

SMILES | PTHR1 agonist | EPAC1 antag | PI5P4Ka inh | EPAC1 agonist | GLP-1R inv ag | GLP1R ag | IL-2 act | HEK293 tox | PLK1 PBD block
CC(=O)Nc1ccc(S(=O)(=O)Oc2ccc(N3C(=O)C4CCCCC4C3=O)cc2)cc1 (stereo not drawn) | -19.6%[57.5 µM] | 4.8% | 1.6 | 8.2% | -5.7% | -8.6% | -2.0 | -5.9% | 1.7%
COc1cc(C(=O)OC(C)C(=O)NC2CCCCC2C)c([N+](=O)[O-])cc1OC (stereo not drawn) | i | 0.8% | 7.8 | -1.1% | 18.3% | 0.4% | 0.2 | 4.7% | -1.9%
C=CCC1(C(=O)N(C)Cc2ccccc2)CCN(C(=O)OC(C)(C)C)CC1 | i | 3.1% | -5.5 | -9.3% | ? | -1.6% | -1.6 | 5.7% | -22.5%
CN1CCN(C(=O)CNC(=O)Cc2ccc(Cl)cc2)CC1 | 20.2% | -19.9% | -2.2 | 8.6% | 9.1% | 3.7% | -1.2 | 1.0% | -7.1%
CCc1nc2c(OCCc3cccc(OC)c3)cccn2c1N(C=O)Cc1ccc(OC)cc1 | -17.7% | -6.2% | -0.2 | 7.6% | -3.6% | 7.7% | -0.7 | 5.6% | -13.9%
Cc1cccc(CCNC(=O)C2CCN(S(=O)(=O)c3ccccc3)CC2)c1 | -6.5% | 0.2% | 1.9 | -0.6% | ? | 3.7% | -1.1 | -15.3% | -13.9%
COC(=O)c1cc(C(=O)N(Cc2ccccc2)c2ccccn2)cc([N+](=O)[O-])c1 | -7.4% | -0.6% | -1.9 | 7.5% | -10.9% | -6.5% | 0.4 | -3.1% | -1.5%
Cc1cc(NC(=O)CSc2nnc3c4c(C)c(C)sc4ncn23)no1 | -11.7%[57.5 µM] | 5.3% | . | -4.7% | 12.1% | 9.5% | 2.8 | -9.5% | 4.7%
CC(=O)Nc1cccc(NC(=O)c2cccc(S(=O)(=O)N3CCN(Cc4ccccc4)CC3)c2)c1 | i | -3.1% | 15.1 | 16.1% | ? | -8.0% | -1.2 | -11.8% | 2.1%
O=[N+]([O-])c1cc(C(F)(F)F)ccc1NC1CCN(Cc2ccccc2)CC1 | -17.0% | -28.8% | 13.5 | 3.9% | ? | 2.8% | -0.3 | ? | -8.5%
CC1CCCCN1CCCNC(=O)C1CCN(c2nnc(-n3cccc3)s2)CC1 (stereo not drawn) | ? | -3.6% | -2.5 | 4.7% | ? | 1.8% | -2.4 | 5.2% | -9.5%
O=C(O)Cc1sc(NCCc2ccccc2)nc1-c1ccc(F)cc1 | i | -7.4% | -8.9 | 8.3% | 0.7% | 5.6% | -3.2 | -3.7% | -24.8%
CCOc1cc(C=C(C#N)C#N)ccc1Oc1ccc([N+](=O)[O-])cn1 | -22.5% | -9.2% | 1.3 | 5.0% | -21.4% | -7.5% | 0.4 | -1.4% | -25.1%
C#CCOCCOCCOCCNc1nc(N2CCN(C(=O)C([C@@H](C)CC)n3cc(C(N)Cc4ccc(O)cc4)nn3)CC2)nc(N2CCN(C(=O)[C@H](CCC(=O)O)n3cc(C(N)CO)nn3)CC2)n1 (stereo partly drawn) | i | -29.8% | -0.2 | 6.5% | 24.2% | 0.5% | 0.5 | -26.3% | -1.0%
O=C(c1c(F)cccc1F)N1CCCc2ccccc21 | -7.9% | -21.2% | 7.5 | 8.2% | -21.5% | -1.1% | 0.0 | -7.6% | -17.8%

Compound profiles, as listed above:
O=C(O)Cc1sc(NCCc2ccccc2)nc1-c1ccc(F)cc1 is entered as PTHR1 agonist = i; EPAC1 antag = -7.4%; PI5P4Ka inh = -8.9; EPAC1 agonist = 8.3%; GLP-1R inv ag = 0.7%; GLP1R ag = 5.6%; IL-2 act = -3.2; HEK293 tox = -3.7%; PLK1 PBD block = -24.8%
COc1cc(C(=O)OC(C)C(=O)NC2CCCCC2C)c([N+](=O)[O-])cc1OC (stereo not drawn) is entered as PTHR1 agonist = i; EPAC1 antag = 0.8%; PI5P4Ka inh = 7.8; EPAC1 agonist = -1.1%; GLP-1R inv ag = 18.3%; GLP1R ag = 0.4%; IL-2 act = 0.2; HEK293 tox = 4.7%; PLK1 PBD block = -1.9%

The listing continues.
SMILES | PTHR1 agonist | EPAC1 antag | PI5P4Ka inh | EPAC1 agonist | GLP-1R inv ag | GLP1R ag | IL-2 act | HEK293 tox | PLK1 PBD block
NS(=O)(=O)c1ccc(CNC(=S)NC2CCCCC2)cc1 | i | -5.9% | 5.8 | 4.0% | 8.3% | 0.0% | 0.3 | 12.2% | -13.6%
CN(C)c1ccc(/C=[N+](\[O-])C2N(c3ccccc3)C(=S)SC2(C)C)cc1 (stereo not drawn) | i | 2.9% | 4.7 | -1.3% | 15.7% | 0.9% | -1.0 | -15.3% | -5.8%
COc1ccccc1OCCNC(=O)CCNC(=O)c1ccccc1OC | i | -25.7% | -5.2 | -0.9% | 5.3% | 2.9% | 1.8 | 2.1% | -3.7%
Cc1c(Nc2nc3ccccc3nc2NS(=O)(=O)c2cccs2)c(=O)n(-c2ccccc2)n1C | -42.5%[inhibitor][57.5 µM] | -5.8% | . | 7.1% | 5.9% | -4.4% | 0.1 | 1.3% | -1.1%&-4.1%
CCc1ccc(Nc2cc(=O)n(C3CCCCC3)c(=O)[nH]2)cc1 | -1.4%[57.5 µM] | -13.9% | 15.2 | -4.8% | ? | -13.9% | -0.6 | 4.1% | -7.1%
Cn1c(SCC(=O)Nc2cccnc2Cl)nc2ccccc21 | -12.6% | 8.6% | -11.0 | -3.4% | 39.9%[activator] | 19.8% | -2.9 | -2.4% | -7.5%
COc1ccc(NC(=O)c2ccc(Cc3ccc(C)cc3)o2)cc1 | -20.3% | -27.7% | -4.7 | 15.7% | ? | 12.5% | 0.1 | -3.4% | -16.0%
CC(C)(C)NC(=O)C1CCCN(S(=O)(=O)c2cccc3cccnc23)C1 (stereo not drawn) | 2.8% | -6.7% | 1.1 | 6.0% | -18.2% | -6.7% | -1.4 | -8.7% | 1.7%
Cn1c2ccccc2c(=O)c2ccc(-c3ccc4c(c3)OCO4)cc21 | -46.5% | -14.1% | 3.4 | -7.3% | ? | -0.7% | -0.8 | -6.4% | -5.4%
CC1CCN(CCNC(=O)CN(C)S(=O)(=O)c2cccc3nsnc23)CC1 | i | -0.2% | . | 5.6% | 3.6% | 0.7% | 1.3 | -17.4% | -3.3%
CC(c1nc2ccccc2c(=O)[nH]1)N(C)c1ccc2ccccc2c1 (stereo not drawn) | i | 7.9% | 9.7 | -3.6% | -0.4% | -9.4% | -0.5 | -0.8%[1.53 µM] | -6.8%
Cc1ccc(-c2nn(-c3cccc(F)c3)cc2CNCc2cccnc2)o1 | -62.2%[inhibitor] | -1.6% | -4.3 | -2.5% | ? | 6.1% | -2.0 | 17.8% | -4.3%
N#CCCN(C1CCCCC1)S(=O)(=O)c1cccc2nsnc12 | i | -1.5% | -3.0 | -8.0% | -1.1% | -1.2% | -1.6 | -8.7% | 0.7%
OCCN1CCN(c2cc(-c3ccc(CO)cc3)nc3ccnn23)CC1 | i | 5.0% | 2.2 | -6.4% | 12.3% | 4.1% | 0.7 | 2.3% | -0.6%
COc1ccc(NC(=O)CSc2nnnn2C2CCCC2)cc1S(=O)(=O)N1CCOCC1 | i | 2.2% | -20.0 | 10.9% | 4.1% | 0.7% | -0.4 | 0.1% | 0.3%
CC(C)CC(=O)NC(NC(=O)CC(C)C)c1cccc([N+](=O)[O-])c1 | i | 14.8% | 2.1 | -3.3% | 15.4% | 1.5% | 4.8 | 4.3% | 3.5%
O=C(Cc1ccc(S(=O)(=O)N2CCOCC2)s1)N1CCN(S(=O)(=O)c2cccc(F)c2)CC1 | -7.3% | -27.5% | -3.4 | 16.1% | -7.1% | 0.4% | 1.3 | 3.2% | -8.1%
CN(C)CCCN1C(=O)C(O)=C(C(=O)c2cc3ccccc3o2)C1c1ccccn1 (stereo not drawn) | i | -15.0% | -4.6 | 0.0% | 4.5% | 5.7% | 2.5 | -41.0% | 4.0%
O=C(CSc1nnc(-c2ccncc2)o1)NCc1ccccc1Cl | i | -14.3% | 0.3 | -6.1% | 11.4% | 9.0% | -0.6 | -1.6% | ?
CC(C)C(NC(=O)OCc1ccccc1)C(=O)NC(Cc1ccc(O)cc1)C(=O)O (stereo not drawn) | i | 2.7% | 13.4 | 11.6% | 1.3% | 0.5% | -3.4 | 3.3% | 0.9%
CC(C)Oc1ccc(/C(O)=C2/C(=O)C(=O)N(CCCn3ccnc3)C2c2cccnc2)cc1 (stereo not drawn) | i | 4.8% | -1.1 | 2.1% | 1.3% | -1.9% | -2.0 | 0.5% | -0.3%
CC(C)NC(=O)COCc1cc(-c2ccc3c(c2)OCO3)on1 | -3.1% | -23.3% | 10.7 | -3.0% | 15.1% | 4.0% | -1.5 | -9.3% | 4.7%
CCOc1ccc(NC(=O)C(=O)NCCc2sc(-c3ccc(C)cc3)nc2C)cc1 | i | . | . | . | 6.6% | 0.7% | . | 1.5% | .
C=C1CSc2nc(=O)c3c4c(sc3n21)CCCC4 | -14.8%[57.5 µM] | 8.6% | ? | -5.6% | 24.5% | 0.3% | 0.0 | -1.9% | -14.1%
COc1cc(OC)cc(-c2c(-c3cccs3)c3cc(-c4cccc5[nH]ccc45)ccc3n2C)c1 | -9.0% | 5.8% | 26.6 | 2.2% | ? | -2.4% | -0.5 | -7.1% | 2.3%
Cc1ccc(-c2n[nH]c3c2C(c2ccc(C(C)(C)C)cc2)NC3=O)cc1 (stereo not drawn) | -11.4% | . | . | . | 11.7% | 1.0% | . | 12.4% | .
CCOc1ccc(NC(=O)COc2ccc(S(=O)(=O)N3CCOCC3)cc2)cc1 | -18.9% | -9.0% | 3.3 | -17.8% | 0.8% | 4.6% | -0.8 | -14.5% | 1.8%
Oc1ccc2ccccc2c1N=Nc1nccs1 | i | -15.6% | -7.7 | 8.3% | ? | 23.7% | -0.8 | 4.47µM* | -17.9%

Bioassay records: PubChem BioAssay, National Center for Advancing Translational Sciences (NCATS)
